From PubChem
DNMT1 inh = DNMT1 (human) enzyme inhibition. P26358. inhibition (reported as % activation of signal), % at 10 µM. DNMT1 molecular beacon, Hinp1I cleavage, fluorescence. 0.83% of 360,000 active; in the data active means inhibition above about 50%
Tb MetRS inh = blocks T. brucei methionyl-tRNA synthetase activity | purified T. brucei MetRS, ATP depletion, Kinase-Glo luminescence | inhibition, % at 11.9 µM | 0.4% of 360,000 active | AID 624268;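 active means inhibition above a per-plate cutoff of the control wells' mean inhibition plus 3 SD, cut at about 5.5% in these data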;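 further: 0% = DMSO wells median and 100% = median of wells with control inhibitor compound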
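Dosing: 11.9 µM single point; system: parasite MetRS enzyme; technique: luminescence of leftover ATP; times: 15 min enzyme-compound preincubation, 2 h reaction, 10 min detection, 25 °C; replicates: each compound tested once; read-out basis: percent inhibition relative to median high and low control wells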
STEP inh = STEP (human) phosphatase inhibition; P54829; recombinant STEP, OMFP fluorogenic substrate, fluorescence; inhibition, % at 20 µM; 0.25% of 360,000 active; AID 588621;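 active means inhibition at 20 µM, scaled per plate between control wells, above about 37%, limit read from the data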;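 further: 0% = DMSO with enzyme and substrate and 100% = substrate only without enzyme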
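System: STEP phosphatase, cell-free reaction; Buffer or medium: Bis-Tris pH 6.0 buffer with DTT, detergent; Incubation: 20 min at room temperature, dark; Measured by: fluorescence, 480/540 nm.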
SUMO1-SIM PPI = SUMO1-SIM interaction modulation | P63165 | SUMO1 binding to a labelled peptide, TR-FRET, 1 h | inhibition, % at 20 µM | 0.33% of 360,000 active | AID 602429; in the data active means inhibition above about 37%
Target sequence (P63165 whole entry, looked up): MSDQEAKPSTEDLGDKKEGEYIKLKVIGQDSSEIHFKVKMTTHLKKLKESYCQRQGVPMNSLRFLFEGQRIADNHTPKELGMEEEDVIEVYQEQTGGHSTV
CSN inh = blocks human CSN-mediated cullin deneddylation; Q92905; Purified CSN, SCF-Nedd8-OG deneddylation, fluorescence polarization; inhibition, % at 12.5 µM; 0.38% of 360,000 active; AID 651999;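 active means pattern-corrected inhibition above about 35%, with an unprinted fluorescence ratio check between 0.5 and 1.5, limit read from the data, passing the limit was not always enough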;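 further: 0% = enzyme with substrate and 100% = substrate without enzyme; some results filed as inactive read as strong as hits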
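Test system: Human Csn5 produced in HEK293T cells | Compound: 12.5 µM single point | Times: 90 min, room temperature | Signal: Fluorescence polarization readout | Read-out basis: % inhibition of substrate cleavage by Csn5 | Controls: no-enzyme wells high, enzyme-with-substrate wells low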
NadD block = inhibitors of Staphylococcus aureus NadD. purified NadD enzyme, colorimetric absorbance read-out. inhibition, % at 20 µM. 0.78% of 360,000 active. AID 602399; in the data active means inhibition above about 26%; further: some compounds past the cut are filed as inactive
Scp1 inh = inhibitors of human Scp-1 phosphatase. Recombinant Scp1, phosphopeptide, malachite green phosphate absorbance. AID 493091. 0.88% of 340,000 active. Q9GZU7. inhibition, % at 20 µM;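 active means inhibition above about 50% at 20 µM, limit read from the data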;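 further: plate controls were DMSO wells with enzyme for no effect and wells lacking enzyme for full effect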
Target sequence (Q9GZU7 76-261 limits assumed): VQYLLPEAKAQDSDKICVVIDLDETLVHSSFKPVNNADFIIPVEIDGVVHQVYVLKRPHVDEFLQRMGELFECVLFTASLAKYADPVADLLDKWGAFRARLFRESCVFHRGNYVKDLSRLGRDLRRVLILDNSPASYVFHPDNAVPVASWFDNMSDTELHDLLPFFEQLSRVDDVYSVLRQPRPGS
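Material: truncated SCP-1 phosphatase (76-261aa) / Buffer or medium: 50 mM Tris acetate pH 5.5, 0.005% Tween-20, 10 mM MgCl2 / Compound dosing: one concentration, 20 µM, with 1.0% DMSO / Incubation: 45 min room-temperature reaction, 5 min colour, 30 min stabiliser / Detection: colorimetric free-phosphate detection, absorbance 630 nm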
LMPTP block = LMPTP (human) inhibition | P24666 | recombinant LMPTP-A, OMFP fluorogenic substrate, fluorescence intensity | inhibition, % at 20 µM | 0.22% of 360,000 active;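 active means compounds that cut the enzyme signal by at least half of the control window in the single-dose screen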;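 further: plate controls were DMSO wells with enzyme plus substrate for no effect and substrate without enzyme for full effect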
Target sequence (P24666 whole entry, looked up): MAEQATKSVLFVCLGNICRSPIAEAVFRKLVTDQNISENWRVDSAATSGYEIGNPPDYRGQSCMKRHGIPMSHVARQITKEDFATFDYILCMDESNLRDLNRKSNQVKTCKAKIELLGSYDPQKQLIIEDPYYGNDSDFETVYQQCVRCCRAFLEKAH
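Assay system: LMPTP-A, protein tyrosine phosphatase of low molecular weight / Medium: pH 6.0 Bis-Tris buffer with DTT and Triton X-100 / Schedule: 50 min enzyme reaction at room temperature, protected from light / Measured by: endpoint fluorescence intensity from OMFP dephosphorylation / Read-out basis: % inhibition relative to no-enzyme and uninhibited control wells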
Rpn11 block = blocks the human proteasome subunit Rpn11. human 26S proteasome, Ub4-pepOG fluorescence polarization; 20S core pre-blocked with epoxomicin. calls only at 20 µM. 0.59% of 360,000 active. AID 588493;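 active means inhibition at 20 µM, scaled to each plate's controls, above about 33%, limit read from the data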
PABP1 MLLE inh = inhibitors of microRNA-mediated deadenylation, human PABP1 MLLE binding. AID 588489. 0.36% of 360,000 active. GST-MLLE / FITC-PAM2 fluorescence polarization. inhibition, % at 20 µM; in the data active means inhibition above about 35%, passing the limit was not always enough;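 further: plate controls were DMSO wells with GST-MLLE for no effect and wells lacking GST-MLLE protein for full effect; some results filed as inactive read as strong as hits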
Target sequence (P11940 whole entry, looked up): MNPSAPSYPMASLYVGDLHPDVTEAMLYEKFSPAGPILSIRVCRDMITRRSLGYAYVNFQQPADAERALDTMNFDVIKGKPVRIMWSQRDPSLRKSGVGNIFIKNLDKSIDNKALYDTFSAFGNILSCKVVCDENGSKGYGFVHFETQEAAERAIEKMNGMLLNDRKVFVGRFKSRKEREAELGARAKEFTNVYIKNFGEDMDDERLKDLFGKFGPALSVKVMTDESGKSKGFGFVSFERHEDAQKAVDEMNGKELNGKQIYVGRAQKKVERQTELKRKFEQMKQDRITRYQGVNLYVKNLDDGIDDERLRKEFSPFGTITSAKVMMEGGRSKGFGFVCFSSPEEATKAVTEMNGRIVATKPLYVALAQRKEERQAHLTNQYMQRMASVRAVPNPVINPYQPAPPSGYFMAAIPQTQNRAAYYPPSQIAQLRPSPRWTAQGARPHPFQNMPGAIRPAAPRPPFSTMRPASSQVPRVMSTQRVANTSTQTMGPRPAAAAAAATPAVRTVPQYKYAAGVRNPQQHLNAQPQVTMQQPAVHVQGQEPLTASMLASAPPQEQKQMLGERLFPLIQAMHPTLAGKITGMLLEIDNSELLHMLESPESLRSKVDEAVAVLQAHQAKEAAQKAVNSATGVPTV
Active calls of the source: *; i = inactive; · = not tested or not shown; + = active, no number.

SMILES	DNMT1 inh	Tb MetRS inh	STEP inh	SUMO1-SIM PPI	CSN inh	NadD block	Scp1 inh	LMPTP block	Rpn11 block	PABP1 MLLE inh
Cc1ccc(OC(=O)CCC(=O)NC(C)c2ccccc2)cc1 (stereo not drawn)	0	0.1	-2	-3	-4	1	-5	0.4	i	14
CCOC(=O)CN(C(=O)CSc1nnc(CNc2ccc(F)cc2)o1)c1ccccc1	-10	-0.1	-1	-1	-2	-3	0	0.5	i	27
COc1ccc(CCN2C(=O)CC(C(N)=O)SC2=Nc2ccccc2)cc1OC (stereo not drawn)	3	-0.5	2	1	-6	0	-1	-2.3	i	9
CC(C)C[C@H](NC(=O)c1nc[nH]c1C(=O)NC(c1ccccc1)c1ccccc1)C(=O)OC(C)(C)C	-17	-0.2	0	1	-2	10	-12	3.0	i	2
O=C(CSc1nc2ccc(Cl)cc2[nH]1)Nc1ccc2[nH]c(=O)[nH]c2c1	-3	8.3*	2	2	-3	2	5	-0.3	i	-70
C#CCOCCOCCOCCNc1nc(N2CCN(C(=O)CCCCCCCCCCNC(=O)[C@H](CO)n3cc(CCCSC)nn3)CC2)nc(N2CCN(C(=O)CCCCCCCCCCNC(=O)[C@H](CCCN=C(N)N)n3cc(C[C@@H](C)CC)nn3)CC2)n1	-105	-0.2	19	90*	131*	62*	63*	17	+	3
O=C(NCCCC(NC(=O)OCc1ccccc1)C(=O)O)OCc1ccccc1 (stereo not drawn)	2	-0.5	-4	1	-1	1	-6	-1.1	i	16
COc1ccc([N+](=O)[O-])cc1/C=N/NC(=O)c1nonc1N	-2	-0.3	1	-15	0	-4	-2	-4.4	i	2
Cc1cccc(NC(=O)N[C@@H](C)C(=O)O)c1	0	0.0	-4	2	-1	1	6	0.4	i	10
CNc1ccccc1C(=O)OCC(=O)c1ccccc1	-1	-0.3	-4	10	-1	-3	-4	0.7	i	7
CC(=O)c1cc(C#N)c(SCC(=O)C(C)(C)C)nc1C	2	0.4	0	-8	1	-2	4	-0.9	i	12
O=C(c1ccc(Br)cc1)C(CN1CCOCC1)c1ccccc1 (stereo not drawn)	17	0.5	-1	3	16	-6	-9	-0.4	i	9
CCCCCCOC(=O)c1ccc(OC(=O)c2cccnc2)cc1	1	0.4	7	0	-1	-3	3	2.0	i	-5
O=c1oc(CCO)cc2ccc(Br)cc12	4	-1.1	-5	2	-1	-6	-2	-2.4	i	-5
COc1ccc(C(=O)CN(Cc2ccccc2)C2=NCCS2)cc1	1	3.3	-2	0	1	-3	-2	-0.5	i	-11
CCOC(=O)Cc1csc(NC(=O)c2ccc(S(=O)(=O)N3CCCC3)cc2)n1	0	-0.4	-1	-2	7	1	-6	-0.6	i	7
O=C(COC(=O)c1cc(=O)[nH]c2ccccc12)NC(=O)NC1CCCCC1	1	-0.4	-2	-6	-3	-5	-6	1.3	i	0
CCCOc1ccc(-c2c(=O)n(OCC(=O)OCC)c3ccccc3[n+]2[O-])cc1	0	0.4	-2	-11	-1	0	-10	0.3	i	-12
C=C(C)COc1ccc2c(c1)CCC1C2CCC2(C)C(=O)C(=NO)CC12 (stereo not drawn)	0	-0.2	3	-3	0	7	7	3.0	i	5
O=C(Nc1ccc([N+](=O)[O-])cc1)c1cc2ccccc2nc1Cl	-1	0.1	-3	-21	-1	-6	-12	0.5	i	-1
Cc1nc2ccc(S(=O)(=O)N(C)CC(=O)N3CCc4ccccc4C3)cc2s1	-4	-1.1	-5	3	4	-6	-2	-3.4	i	7
Cc1ccc(NC(=S)N2C3CCCC2CC(NC(=O)C2CC2)C3)cc1C (stereo not drawn)	2	0.0	-3	0	2	5	5	-0.2	i	-86
CCC(=O)N1N=C(c2c(-c3ccccc3)c3cc(Cl)ccc3[nH]c2=O)CC1c1ccco1 (stereo not drawn)	52*	0.4	2	2	2	5	-4	-1.0	i	-1
Cc1cc(C)c(C)c(S(=O)(=O)Nc2ccc3cn[nH]c3c2)c1C	-2	-0.1	-1	5	-4	1	-9	1.9	i	9
Cc1ccc2c(CSc3nnc(C4CC4)n3N)cc(=O)oc2c1C	3	0.2	1	-4	1	-1	-6	-0.2	i	-79

Next part
SMILES	DNMT1 inh	Tb MetRS inh	STEP inh	SUMO1-SIM PPI	CSN inh	NadD block	Scp1 inh	LMPTP block	Rpn11 block	PABP1 MLLE inh
Nc1nc(-c2ccccn2)nc(N)c1Cc1c(F)cccc1Cl	-5	-0.1	1	-3	0	-4	-7	0.8	i	11
O=C(O)CCN1C(=O)CC(N2C(=O)/C(=C/c3ccc(Cl)cc3)SC2=S)C1=O (stereo not drawn)	-1	0.4	-2	2	5	3	-17	-1.6	i	33
Cc1ccc(C(=O)Nc2nncs2)cc1S(=O)(=O)N1CCOCC1	0	0.2	-8	8	-2	-4	-11	-1.3	i	13
O=C(CN1CCN(c2ccccc2Cl)CC1)NC1CCCc2ccccc21 (stereo not drawn)	-5	0.1	0	5	2	1	-5	0.2	i	-13
CCCCN1C(=O)C(CC(=O)NCc2cccc3ccccc23)CC(C(=O)N(C(C)C)C(C)C)=C1C (stereo not drawn)	·	0.0	·	4	-2	6	·	0.1	·	·
CCN(CC)c1ccc(C(=O)OCC(=O)N(C(C)C)C(C)C)cc1	11	0.2	0	-2	-5	-1	3	0.0	i	14
O=S(=O)(O)c1cc(O)c2cc(Nc3ccccc3)ccc2c1	98*	0.0	72*	77*	51	15	88*	83*	i	46*
N#CC(=C1C=CC(=NO)C(Cl)=C1)c1ccc(Cl)cc1	1	-0.3	-1	-5	3	8	-10	-0.3	i	4
COc1ccccc1N1CCN(CCCn2c(=S)[nH]c3ccccc3c2=O)CC1	-4	-0.6	2	8	2	-3	-5	-0.9	i	-89
CC(C)(C)C(=O)NNC(=O)CCCOc1ccc(Cl)cc1Cl	0	2.2	1	-2	-4	-5	-3	-1.2	i	-14
O=S(=O)(c1ccccc1)N1CC2CC(Br)C(Br)CC21 (stereo not drawn)	2	-0.6	0	3	-2	-2	·	-2.3	i	8
COC(=O)C(C)Sc1nc2c(c(=O)[nH]c(=O)n2C)n1CCCc1ccccc1 (stereo not drawn)	3	-0.7	3	-2	-4	7	0	-2.9	i	-12
COc1cc(-c2nnc(CSc3nnc4nc(C)cc(C)n34)o2)cc(OC)c1OC	11	-0.9	-2	-2	2	1	6	-3.6	i	-7
O=C(c1[nH]c(C(F)(F)F)nc1-c1ccccc1)N1CCN(c2ccccn2)CC1	8	-0.7	-4	-1	1	-8	·	-3.1	i	12
CSc1ncccc1C(=O)OCC(=O)N1CCN(C(=O)c2ccco2)CC1	5	-0.1	0	0	0	1	-8	-1.6	i	22
CN(Cc1ccco1)C(=O)CSc1nc(C2CC2)n(-c2ccccc2)n1	1	-0.4	-2	12	3	2	7	1.0	i	-32
CN1CCN(c2ccc(S(=O)(=O)N3CCOCC3)cc2NC(=O)Cc2ccccc2F)CC1	2	0.4	0	1	0	-1	-6	-1.5	i	5
Cc1ccccc1C(=O)NC(=S)Nc1ccc(S(=O)(=O)N(C)c2ccccc2)cc1	-4	-1.2	-2	1	-2	-8	-18	2.5	i	31
COc1cccc(C(=O)C2CCCN(Cc3cccc(-n4cccn4)c3)C2)c1 (stereo not drawn)	-2	-0.8	-2	5	4	-7	-1	-1.6	i	1
COc1ccc(/C(N)=N/OC(=O)/C=C/c2ccccc2)cc1	-1	-1.1	-1	-15	2	0	-5	1.2	i	-3
COC(=O)c1ccc2nc3c(cc2c1)[C@@H]1CCN2C(=O)CCC[C@H](C3)[C@H]12	7	0.1	-3	-7	-3	0	-8	-0.2	i	-14
COC(=O)c1sccc1NC(=O)CC1C(=O)NCCN1C(=O)Nc1ccc(C(F)(F)F)cc1 (stereo not drawn)	-2	-0.4	-2	2	3	-10	-11	1.4	i	-7
CN1CCN(c2ccc(S(=O)(=O)N3CCCCC3)cc2NC(=O)CSCc2ccccc2)CC1	-1	-0.2	-3	7	2	2	-2	0.6	i	-85
CCOC(=O)C1=C(CN2CCc3ccccc32)NC(=O)NC1c1cc(C)ccc1C (stereo not drawn)	6	-0.1	-1	0	1	18	-3	2.7	i	-2
COc1ccc(NC(=O)CSCC(=O)Nc2cccc(S(=O)(=O)N3CCCCCC3)c2)cc1	1	-0.2	2	-3	-4	-7	2	4.6	i	4

An excerpt of these results, with two lines to a compound.
Second line of a record: DNMT1 inh | Tb MetRS inh | STEP inh | SUMO1-SIM PPI | CSN inh | NadD block | Scp1 inh | LMPTP block | Rpn11 block | PABP1 MLLE inh
> Cc1cccc(NC(=O)N[C@@H](C)C(=O)O)c1
→ 0 | 0.0 | -4 | 2 | -1 | 1 | 6 | 0.4 | i | 10
> COc1ccc(CCN2C(=O)CC(C(N)=O)SC2=Nc2ccccc2)cc1OC (stereo not drawn)
→ 3 | -0.5 | 2 | 1 | -6 | 0 | -1 | -2.3 | i | 9
> COc1ccc(C(=O)CN(Cc2ccccc2)C2=NCCS2)cc1
→ 1 | 3.3 | -2 | 0 | 1 | -3 | -2 | -0.5 | i | -11
> N#CC(=C1C=CC(=NO)C(Cl)=C1)c1ccc(Cl)cc1
→ 1 | -0.3 | -1 | -5 | 3 | 8 | -10 | -0.3 | i | 4
> Cc1ccc(NC(=S)N2C3CCCC2CC(NC(=O)C2CC2)C3)cc1C (stereo not drawn)
→ 2 | 0.0 | -3 | 0 | 2 | 5 | 5 | -0.2 | i | -86

Next part.
SMILES	DNMT1 inh	Tb MetRS inh	STEP inh	SUMO1-SIM PPI	CSN inh	NadD block	Scp1 inh	LMPTP block	Rpn11 block	PABP1 MLLE inh
O=c1cc(CO)oc(CN2CCN(Cc3ccccc3)CC2)c1O	0	-0.2	-1	-5	0	5	-9	0.6	i	6
CC(=O)C1=C(C)Nc2ncnn2C1c1cccc(Br)c1 (stereo not drawn)	2	-0.9	-1	-1	2	-6	0	-0.9	i	-7
c1cncc(CNc2ncnc3ccc(-c4ccc5c(c4)OCO5)cc23)c1	-4	1.4	3	1	-4	-1	-2	30	i	0
COc1cc(S(=O)(=O)NCc2ccccn2)c(OC)cc1Cl	4	-1.1	3	2	-3	-7	-8	-1.1	i	5
O=C(COC(=O)CCC(=O)c1ccc(F)cc1)Nc1ccc(Cl)cn1	-2	-0.5	2	0	1	-2	3	0.5	i	-4
Cc1ccc(S(=O)(=O)c2c(C)nn(C(C)(C)C)c2OC(=O)C(C)C)cc1	-4	1.7	2	3	-3	-7	-11	1.3	i	13
COc1ccc(C(=O)N2CCN(c3nnnn3-c3ccccc3)CC2)cc1OC	2	-0.5	-3	1	4	2	-11	-0.5	i	5
Cc1ccccc1Cn1cnc2c(NS(C)(=O)=O)c(C)c(C)cc21	-3	-0.9	0	1	-5	-4	-4	-0.8	i	0
COc1ccc(Nc2cc(C)nc(N3CCOCC3)n2)cc1	2	-0.7	-2	0	-5	2	-2	4.5	i	9
